PPARg SRC2 recr: PPARgamma-driven SRC-2 recruitment agonism; PPARgamma LBD-SRC-2 recruitment, biochemical; activation, % at 8 µM; hit rate 0.34% among 200,000; AID 1032; in the data active = activation above about 22%;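 also: 0% = vehicle and 100% = reference agonist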
L major viab: Leishmania major promastigote growth inhibition. Leishmania major promastigotes, resazurin fluorescence viability. inhibition, % at 10 µM. hit rate 9% among 200,000. AID 1063; in the data active = inhibition above about 50%;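 also: promastigotes grown with compound for 44 hours at 28 °C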
DTT redox prof: compounds producing H2O2 with reducing agent – biochemical, NIH compound library profiling, artefact control for MLSCN library redox annotation, primary screen. DTT-dependent redox cycling H2O2, phenol red/HRP absorbance; 100% = 100 µM peroxide control, 0% = buffer. activation, % at 10 µM. hit rate 0.03% among 200,000;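 active = activation of at least 50% relative to the plate's high and low controls in the primary single-dose screen; inactive = activation below 50%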;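 also: compound incubated with DTT at 0.8 mM final as the reducing agent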
RAM network inh: yeast RAM network inhibition; S. cerevisiae dse1pr::URA3 reporter, 5-FOA growth OD615, 2 d; analog-sensitive cbk1-as2 kinase mutant strain; inhibition, % at 50 µM; hit rate 1.8% among 190,000;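 active = inhibition above a set limit, 3 SD over mean compound inhibition, cut at about 8.4% in these data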;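 also: 0% = DMSO-only wells with no growth and 100% = 10 µM 1-NA-PP1 full growth; inhibition rescues growth on 5-FOA so higher OD means more RAM inhibition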
S1P3 antagonist: blocks the human S1P3 receptor; Q99500; CHO S1P3 NFAT-BLA reporter, FRET fluorescence, antagonist mode; inhibition, % at 4.98 µM; hit rate 0.27% among 170,000; AID 485;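 active = inhibition above the plate cutoff, the mean inhibition of test wells on that plate plus 3 SD, cut at about 28% in these data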;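 also: cells challenged with S1P at its EC80 of 0.8 µM; blue over green emission ratio from cleaved BLA substrate after 4 h stimulation; 0% = S1P-stimulated wells and 100% = unstimulated DMSO-only wells; some compounds past the cut are filed as inactive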
Target sequence (Q99500 whole entry, looked up): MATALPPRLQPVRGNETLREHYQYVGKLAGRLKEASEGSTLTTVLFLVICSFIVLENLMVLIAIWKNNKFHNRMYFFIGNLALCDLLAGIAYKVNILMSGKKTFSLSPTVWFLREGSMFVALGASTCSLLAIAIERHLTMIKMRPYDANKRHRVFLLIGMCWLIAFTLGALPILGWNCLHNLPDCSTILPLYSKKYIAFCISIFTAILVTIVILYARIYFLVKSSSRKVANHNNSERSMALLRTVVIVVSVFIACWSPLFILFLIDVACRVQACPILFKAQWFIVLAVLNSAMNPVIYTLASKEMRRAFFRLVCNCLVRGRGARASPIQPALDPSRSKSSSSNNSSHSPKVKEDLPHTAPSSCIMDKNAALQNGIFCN
SRC2 TRFRET art: flags TR-FRET format artefacts in PPARgamma SRC-2 recruitment agonist screen | TR-FRET ratio at 8 µM | TR-FRET artefact counter-screen; hits give high values | hit rate 0.4% among 200,000; in the data active = TR-FRET ratio above about 2000; also: inactives centre near 1500; reference of the scale not given here
PPARg SRC-1 ag: PPARgamma-driven SRC-1 recruitment agonism; PPARgamma-SRC-1 coactivator recruitment biochemical assay; activation, % at 8 µM; hit rate 0.41% among 200,000; AID 631; in the data active = activation above about 19%;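 also: 0% = DMSO and 100% = reference agonist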
PPARg SRC3 recr: promotes SRC-3 coactivator recruitment by human PPARgamma. activation, % at 8 µM. AID 731. P37231. hit rate 0.26% among 200,000. biochemical PPARgamma/SRC-3 coactivator recruitment assay; in the data active = activation above about 23%;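 also: 0% = DMSO and 100% = reference agonist; some compounds past the cut are filed as inactive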
bIAP inh: blocks bovine intestinal alkaline phosphatase activity; purified bovine IAP, CDP-star luminescence, 30 min; inhibition, % at 20 µM; 190,000 tested, under 10 active; AID 1019;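 active = over 50% inhibition of intestinal alkaline phosphatase at 20 µM in the single-dose screen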
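System: purified bovine intestinal alkaline phosphatase (IAP) enzyme; Input: IAP diluted 1/65,000,000 in the well; Measured by: CDP-star luminescence signal; Compound dosing: 20 µM single dose; Incubation: 30 min reaction at room temperature.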
Efa HMGR inh: E. faecalis class II HMG-CoA reductase inhibition; inhibition, % at 10 µM; purified E. faecalis HMGR, NADPH absorbance 340 nm kinetic; hit rate 0.41% among 190,000;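 active = inhibition above a set limit, the median over all tested compounds plus 3 SD, cut at about 9.5% in these data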;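 also: enzyme runs in reverse so mevalonate oxidation gives rising NADPH absorbance; 0% = complete reaction with DMSO and 100% = background rate lacking mevalonate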
ROMK primary: modulators of human ROMK potassium channel. P48048. hit rate 2% among 130,000. Tet-inducible ROMK, thallium flux fluorescence; actives lie on both sides. AID 1918. B-score at 10 µM;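 active = signal ratio slope over the read window, or its plate-corrected B-score, at least 3 SD from the plate mean, either direction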;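 also: B-score of the F/F0 ratio slope over 7 to 12 s after thallium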
Target sequence (P48048 whole entry, looked up): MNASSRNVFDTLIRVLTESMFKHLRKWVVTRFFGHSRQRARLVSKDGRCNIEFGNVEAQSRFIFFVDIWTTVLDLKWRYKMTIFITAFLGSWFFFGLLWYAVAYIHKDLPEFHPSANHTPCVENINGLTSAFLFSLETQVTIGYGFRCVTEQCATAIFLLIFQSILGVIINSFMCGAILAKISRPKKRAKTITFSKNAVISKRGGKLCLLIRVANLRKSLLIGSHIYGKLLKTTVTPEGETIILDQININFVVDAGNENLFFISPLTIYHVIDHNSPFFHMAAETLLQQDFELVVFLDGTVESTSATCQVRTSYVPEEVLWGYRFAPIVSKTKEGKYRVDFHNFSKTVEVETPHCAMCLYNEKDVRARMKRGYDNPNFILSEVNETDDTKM
Active calls of the source: *; nt = no result given.

SMILES	PPARg SRC2 recr	L major viab	DTT redox prof	RAM network inh	S1P3 antagonist	SRC2 TRFRET art	PPARg SRC-1 ag	PPARg SRC3 recr	bIAP inh	Efa HMGR inh	ROMK primary
COC(=O)C1=C(C)N(C)C(C)=C(C(=O)OC)C1c1ccncc1	3.0	1.7	-0.2	1.0	-19.6	1731	3.8	1.1	2.2	-4.3	0.869
CC1=NN(c2ccccc2)C(=O)C1=C(C)C	-6.5	-10.6	-0.3	2.1	4.9	1599	5.4	1.7	5.1	-2.5	0.247
O=c1cc(O)nc(SCc2ccccc2Cl)[nH]1	1.4	-4.8	2.0	4.0	-12.7	1656	11.5	-0.3	-6.0	-3.0	0.187
CCn1c(SCC(=O)N2CCN(c3cccc(Cl)c3)CC2)nc2ccccc2c1=O	-2.6	11.6	2.3	2.6	nt	1426	-0.3	4.1	11.4	-4.6	nt
CSc1c2c(nc3ncnn13)CCC2	-2.2	51.2*	-0.1	1.6	-4.8	1569	9.9	2.2	27.9	2.6	0.402
CN(C)S(=O)(=O)c1cccc(NC(=O)COC(=O)/C=C/c2ccc3c(c2)OCO3)c1	10.5	-7.6	-2.3	4.6	-15.9	1483	-2.1	9.3	-1.7	-0.3	-0.786
Cn1c(=O)c2c(SCC(=O)N3CCN(c4ccccc4)CC3)nc(C3CC3)nc2n(C)c1=O	6.2	14.5	0.2	1.3	-12.8	1682	4.3	2.4	4.9	-1.7	nt
Cc1c(NC(=O)C2CCCCN2S(=O)(=O)c2ccc(Cl)cc2)c(=O)n(-c2ccccc2)n1C (stereo not drawn)	4.2	-6.9	-0.3	2.4	-9.0	1499	7.4	14.2	6.1	-7.5	nt
CC(C)OCCCNc1ncc2c(n1)CC(c1cccs1)CC2=O (stereo not drawn)	-4.9	-5.0	0.5	-0.5	-8.8	1598	7.7	5.3	-2.0	-0.9	1.14
O=C(/C=C/c1ccccc1)NNC1=NS(=O)(=O)c2ccccc21	-5.8	-7.9	-0.2	1.8	-9.8	1484	-1.5	-3.6	17.0	-4.6	0.0247
CS(=O)(=O)c1ccc(Cl)c(NC(=O)COC(=O)c2ccc(F)cc2Cl)c1	-3.3	-1.1	0.3	4.8	-18.6	1330	3.9	-0.3	-0.7	-5.5	0.0321
CCC(C)(C)NC(=O)C(c1ccc(F)cc1)N(Cc1ccco1)C(=O)CCC(=O)Nc1ccccn1 (stereo not drawn)	-2.3	10.6	-2.2	1.6	-8.6	1603	3.1	-4.2	-6.6	1.3	nt
Cc1cccc(C)c1N1C(=O)c2cccc([N+](=O)[O-])c2C1=O	1.9	6.5	0.0	-0.1	-5.5	1578	-1.7	6.3	5.4	-2.9	-0.287
Cc1nn(CC(=O)NCc2ccc(C(=O)O)cc2)c(C)c1[N+](=O)[O-]	-6.3	-3.7	-1.7	2.0	-7.1	1542	1.4	3.3	3.6	-2.6	0.865
OC(COC(c1ccc(Cl)cc1)c1ccc(Cl)cc1)CN1CCN(c2ccccn2)CC1 (stereo not drawn)	10.2	70.9*	1.4	0.1	3.3	1646	0.3	0.4	5.5	-4.0	-0.597
Cc1ccccc1C(=O)NCCc1nnc(SCC(=O)Nc2nc(-c3ccccc3)cs2)n1C	-3.7	-4.7	2.4	4.5	nt	1379	-1.5	-5.0	20.7	2.5	nt
Cc1oc(/N=C/c2ccccc2O)c(C#N)c1C	0.9	-3.4	1.2	2.0	-0.6	1624	-1.8	23.6	8.5	-1.1	nt
CCn1c(=O)cc(SCC(=O)N2CCC(C)CC2)c2ccccc21	78.8*	14.7	1.6	0.3	-31.2	3414*	77.1*	108.3*	3.8	5.3	nt
CCC(C)NC(=O)c1cc(Cl)ccc1OC (stereo not drawn)	5.4	0.4	-2.5	0.5	nt	1620	2.8	14.3	-2.9	-0.9	nt
Cc1cccc(NC(=S)N2CCC(O)CC2)c1C	8.7	-2.5	-0.8	0.5	-13.9	1692	1.3	0.2	-3.8	3.3	-0.0244
CCn1c(=O)cc(NC2=NCC(C)CN2c2cccc(Cl)c2)n(C)c1=O (stereo not drawn)	4.6	1.7	0.1	2.9	20.3	1227	-0.9	-5.2	1.9	-2.7	nt
CCOC(=O)C1=NN(c2ccccc2C)C2=NC(C)=C(C(=O)OC)C(c3cccs3)N12 (stereo not drawn)	8.0	3.1	0.6	1.9	nt	1551	-3.4	6.3	-1.1	-1.7	-0.4
COc1cccc(-c2csc(N3CCN(C(=O)Nc4ccccc4Cl)CC3)n2)c1	5.1	-1.7	0.4	4.5	-5.3	1521	3.4	6.4	5.4	-1.2	-0.44
CCOC(=O)c1ccc(-n2c(CN3CCC(C(N)=O)CC3)nc3ccc([N+](=O)[O-])cc3c2=O)cc1	-1.2	6.1	-3.2	1.0	-5.1	1468	2.0	-3.1	-5.7	-4.2	0.313
CCn1c(COc2ccc(Cl)cc2)nnc1SCc1ccc(C#N)cc1	-1.8	50.9*	0.2	3.7	3.6	1518	14.7	-5.1	2.7	-4.8	-1.53

Taken from above:
Under DTT redox prof, O=C(/C=C/c1ccccc1)NNC1=NS(=O)(=O)c2ccccc21 has -0.2
Under L major viab, O=c1cc(O)nc(SCc2ccccc2Cl)[nH]1 has -4.8
Under PPARg SRC3 recr, CCn1c(COc2ccc(Cl)cc2)nnc1SCc1ccc(C#N)cc1 has -5.1

Following part:
SMILES	PPARg SRC2 recr	L major viab	DTT redox prof	RAM network inh	S1P3 antagonist	SRC2 TRFRET art	PPARg SRC-1 ag	PPARg SRC3 recr	bIAP inh	Efa HMGR inh	ROMK primary
Oc1ccc(Nc2nc(-c3cccs3)cs2)cc1	4.1	-6.6	0.8	2.6	-2.0	1604	-2.7	4.5	4.1	-3.4	1.79
Cc1ccc(-n2c(SCc3nc4ccccc4c(=O)[nH]3)nnc2-c2ccccc2O)cc1	17.2	2.1	-0.3	2.3	-12.9	1727	-1.1	-2.1	15.7	-5.7	-0.868
O=C(CCCn1cc([N+](=O)[O-])cn1)NCc1ccccc1	11.0	-6.7	-10.1	2.2	-2.3	1616	5.3	0.6	-4.6	-9.3	-2.13
O=C1c2cccc3cccc(c23)N1Cc1ccc(F)cc1	-0.1	-4.4	0.0	1.0	9.0	1537	5.8	3.6	17.2	1.2	nt
Cc1ccc(NC(=O)CSc2nc3ccccc3c3nc(CCc4c(C)n[nH]c4C)nn23)cc1F	6.5	7.5	0.4	1.8	nt	1631	24.7*	21.8	2.8	3.1	-0.0476
CC(C)CC(=O)Nc1ccc(S(=O)(=O)NCc2ccco2)cc1	2.5	-2.4	0.1	1.9	nt	1323	5.3	-2.8	11.2	-4.8	-0.521
O=C(c1cc2c(=O)n3ccccc3nc2s1)N1CCOCC1	4.3	-3.6	-1.1	0.5	0.8	1836	3.9	3.2	2.4	3.7	0.152
COC(=O)c1ccc(C(=O)OC)c(NC(=O)CN2CCN(c3ccc(OC)cc3)CC2)c1	-10.0	1.4	-0.4	0.3	nt	1413	-3.3	-11.1	5.9	-1.6	1.43
Oc1c(N=Nc2ccccn2)ccc2ccccc12	10.8	100.2*	1.6	1.5	nt	1640	6.7	7.6	6.3	-0.4	nt
O=C(Cc1ccccc1)NCCc1cccc(Cl)c1	-0.8	0.7	0.3	2.1	nt	1625	0.4	7.6	0.4	-4.7	nt
COc1ccc(CCNC(=O)CCCNC(=O)Cn2cnc3sc(C)c(C)c3c2=O)cc1OC	2.1	-10.5	-2.9	0.5	-10.2	1849	9.1	1.6	-0.9	1.1	-0.433
Cn1c[n+](C)cc1/C=N/O	-2.5	-1.8	2.2	0.7	nt	1589	5.5	-1.7	8.7	4.8	1.14
CCS(=O)(=O)N1N=C(c2cccc(NS(C)(=O)=O)c2)CC1c1ccccc1 (stereo not drawn)	9.5	-2.7	-0.2	4.3	-6.1	1524	6.0	4.9	-6.0	-4.3	-1.75
Cc1ccc(-n2nnc(-c3nccs3)n2)cc1	-2.2	-3.0	-0.6	-0.6	-6.5	1355	-6.1	2.6	-4.0	2.0	nt
COc1ccc(NC(=O)CC2SC(=NCC3CCCO3)NC2=O)cc1 (stereo not drawn)	1.6	-4.7	-0.6	2.9	-7.1	1661	11.0	1.3	7.7	-1.3	nt
Cc1cc(C(=O)COc2ccccc2C(N)=O)c(C)n1C1CC1	5.5	10.9	-0.8	1.9	-1.8	1685	3.5	2.9	-14.1	-5.2	0.548
O=C(Nc1cccc2nsnc12)c1ccc2c(c1)OCO2	4.0	-4.5	-4.5	4.5	nt	1510	-9.3	2.6	8.5	1.2	nt
COc1ccc(CCN2C(=O)NC(NC(=O)CCc3ccccc3)(C(F)(F)F)C2=O)cc1OC (stereo not drawn)	5.5	69.7*	0.1	0.9	-18.4	1697	4.7	1.7	13.1	-3.0	nt
Cc1cc(C(=O)Nn2c(-c3ccncc3)nc3ccccc3c2=O)ccc1[N+](=O)[O-]	1.4	-2.1	-1.5	1.4	-11.4	1596	3.7	-4.9	0.6	-10.0	0.462
O=C(Nc1cccnc1)c1c(O)c2cccc3c2n(c1=O)CC3	7.6	6.3	0.3	-0.9	-32.0	1776	2.9	0.3	2.0	-4.2	nt
O=C(CSc1cccc[n+]1[O-])Nc1c(Br)cc([N+](=O)[O-])cc1Br	2.2	43.5	-2.2	0.0	-12.0	1511	-1.3	2.4	-22.1	-1.2	0.922
CCN(CC)CCNC(=O)NC(=O)c1ccc(Cl)cc1	-0.1	-5.4	-0.4	1.8	-9.6	1527	9.1	7.2	-2.5	0.4	0.423
Cc1ccc(N2CCN(S(=O)(=O)c3ccc(F)cc3)CC2)c(C)c1	11.1	-5.4	-0.1	3.0	-8.3	1564	3.4	9.8	11.2	1.5	nt
Cc1cccc(OCC(O)Cn2c(-n3nc(C)cc3C)nc3c2c(=O)[nH]c(=O)n3C)c1 (stereo not drawn)	-0.6	7.0	-1.7	7.8	4.2	1637	6.2	-9.8	3.9	-1.0	nt
NC(=S)NN=C1c2cc(S(=O)(=O)N3CCOCC3)ccc2-c2ccc(S(=O)(=O)N3CCOCC3)cc21	6.2	3.9	0.3	9.9*	-1.5	1605	-1.6	3.8	-5.2	0.5	nt
c1ccc(-c2ncc(-c3ccn[nH]3)s2)cc1	10.7	-5.8	0.4	1.9	5.2	1678	10.2	-1.1	3.1	-1.8	0.455
COc1cc(OC)cc(C(=O)NC2CCN(CC(=O)Nc3cccc4ccccc34)CC2)c1	-1.6	18.5	1.2	-0.2	nt	1630	-1.9	-12.4	1.1	-1.2	nt
CCC(/C=C1\Sc2ccc(OC)cc2N1CCO)=C\c1sc2ccc(OC)cc2[n+]1CCO	19.0	100.2*	0.4	1.9	-11.4	1865	23.1*	19.3	20.1	-2.0	-0.415
C/C(CCS(=O)(=O)c1ccccc1)=N/O	4.9	6.3	-0.6	0.2	-27.5	1658	3.4	1.8	-6.0	0.7	0.795

2 compounds from above, showing only S1P3 antagonist, PPARg SRC2 recr and ROMK primary:
Compound	S1P3 antagonist	PPARg SRC2 recr	ROMK primary
CCOC(=O)c1ccc(-n2c(CN3CCC(C(N)=O)CC3)nc3ccc([N+](=O)[O-])cc3c2=O)cc1	-5.1	-1.2	0.313
CCn1c(COc2ccc(Cl)cc2)nnc1SCc1ccc(C#N)cc1	3.6	-1.8	-1.53

Assay outcomes from PubChem BioAssay.
